Bioassay records deposited in PubChem by several laboratories.
L929 necroptosis: blocks zVAD induced death of L929 cells; actives 0.38% (n = 220,000); viability rescue, % at 10 µM; AID 1377; L929 zVAD necroptosis rescue, ATP luminescence, 24 h; with zVAD 60 µM;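 active = activation, scaled between plate controls, above about 75%, limit read from the data; inactive = activation under that limit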;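 also: 0% = zVAD with DMSO and 100% = DMSO alone without zVAD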
Cl transport mod: KCC2 (human) Cl- transport modulation | Q9H2X9 | KCC2 cells, thallium flux FluoZin-2 fluorescence | B-score of Tl+ flux slope (higher = more flux/activation; lower = inhibition) at 10 µM | actives 2.2% (n = 190,000);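 active = thallium flux slope and its plate-corrected score both differing from the plate sample mean at a set confidence after two filtering rounds, in either direction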;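 also: slope of fluorescence scaled to starting intensity during 10 to 20 s after thallium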
eIF4E 4G PPI: eIF4E/eIF4G interaction inhibition in translation initiation; AID 782; P63073+Q04637; TR-FRET eIF4E-eIF4GI(517-606) binding, 2 h; actives 0.37% (n = 220,000); inhibition, % at 21.7 µM;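 active = inhibition above about 30%, limit read from the data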;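 also: 0% = full FRET control wells and 100% = background wells lacking eIF4GI fragment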
EBV gp42 block: inhibitors of Epstein-Barr virus glycoprotein 42 | Q1HVG2 | Fluorescence polarization binding assay, mP read-out | inhibition, % (tested at 21.74 µM) | actives 0.42% (n = 220,000) | AID 1085; in the data active = inhibition above about 50%
Target sequence (Q1HVG2 whole entry, looked up): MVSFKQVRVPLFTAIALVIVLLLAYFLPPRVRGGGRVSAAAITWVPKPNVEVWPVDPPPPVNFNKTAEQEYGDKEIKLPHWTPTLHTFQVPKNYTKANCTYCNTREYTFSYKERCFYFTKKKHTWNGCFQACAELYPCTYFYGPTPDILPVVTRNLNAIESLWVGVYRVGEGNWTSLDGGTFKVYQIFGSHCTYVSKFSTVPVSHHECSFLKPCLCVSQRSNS
Rad51 HR inh: Rad51 (human) homologous recombination inhibition. Q06609. hRad51 DNA strand exchange, fluorescence dequenching. inhibition, % at 10 µM. actives 0.085% (n = 200,000);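 active = inhibition above 40% at the single screening dose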;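 also: 0% = DMSO control wells and 100% = blanks with heterologous ssDNA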
Target sequence (Q06609 whole entry, looked up): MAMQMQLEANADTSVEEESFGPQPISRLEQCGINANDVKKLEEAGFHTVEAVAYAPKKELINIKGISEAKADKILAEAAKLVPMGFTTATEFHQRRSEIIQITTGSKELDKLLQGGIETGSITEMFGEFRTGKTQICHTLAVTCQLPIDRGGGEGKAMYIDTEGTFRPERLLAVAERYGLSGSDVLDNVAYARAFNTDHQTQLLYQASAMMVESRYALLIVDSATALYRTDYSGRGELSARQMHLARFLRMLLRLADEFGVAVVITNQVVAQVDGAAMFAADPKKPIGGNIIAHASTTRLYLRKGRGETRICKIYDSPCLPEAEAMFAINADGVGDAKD
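Material: hRad51 filaments on single-stranded DNA; Reagent: Donor/quencher-labelled 47-bp dsDNA substrate; Compound: 10 µM final, single point; Schedule: 37 °C 15-min filament assembly, 30-min compound preincubation, 15-min exchange; Technique: FRET fluorescence, excitation 485 nm, emission 520 nm; Benchmarks: control wells and blank wells on each plate.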
TNF death inh: TNF-alpha cell death inhibition in Jurkat FADD-/- cells | Jurkat FADD-/- TNF necroptosis rescue, ATP luminescence, 24 h; 0 = TNF only, 100 = no-TNF cells | activation (protection from cell death), % at 10 µM | actives 0.068% (n = 220,000);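 active = activation, meaning protection from cell death, of at least 50% relative to plate controls; inactive = activation below 50%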;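 also: necroptosis triggered by 40 ng/mL TNF-alpha added together with compound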
m-calpain inh: calpain II (pig) inhibition | actives 0.37% (n = 220,000) | purified calpain II, fluorogenic peptide substrate, 30 min | inhibition, % at 16 µM;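 active = inhibition above about 50%, limit read from the data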
PERK inh: blocks human PERK kinase; Q9NZJ5; CHO PERK-DD fusion, SEAP luminescence translation reporter; inhibition, % at 5.6 µM; actives 0.17% (n = 220,000); AID 1416;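 active = inhibition above the mean inhibition of all tested compounds plus 3 SD, set separately per screening campaign, cut at about 2.9% in these data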;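 also: PERK kinase domain activated by AP20187 dimerizer at 100 nM; 0% = DMSO with dimerizer and 100% = rapamycin at 8.4 µM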
Mdm2 ligase inh: Mdm2 E3 ligase (human) inhibition | AID 1230 | signal enhancement, % at 5 µM | cell-based MDM2 ubiquitination luciferase reporter, 2 h; 0 = plate control, 100 = twice control, blank-subtracted | actives 0.11% (n = 210,000);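 active = signal enhancement of 30% or more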;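 also: luminescence tracks abundance of the self-degrading MDM2-luciferase fusion protein; higher signal means inhibition of MDM2 E3 ligase activity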
Target sequence (Q00987 whole entry, looked up, the tested form may be a part): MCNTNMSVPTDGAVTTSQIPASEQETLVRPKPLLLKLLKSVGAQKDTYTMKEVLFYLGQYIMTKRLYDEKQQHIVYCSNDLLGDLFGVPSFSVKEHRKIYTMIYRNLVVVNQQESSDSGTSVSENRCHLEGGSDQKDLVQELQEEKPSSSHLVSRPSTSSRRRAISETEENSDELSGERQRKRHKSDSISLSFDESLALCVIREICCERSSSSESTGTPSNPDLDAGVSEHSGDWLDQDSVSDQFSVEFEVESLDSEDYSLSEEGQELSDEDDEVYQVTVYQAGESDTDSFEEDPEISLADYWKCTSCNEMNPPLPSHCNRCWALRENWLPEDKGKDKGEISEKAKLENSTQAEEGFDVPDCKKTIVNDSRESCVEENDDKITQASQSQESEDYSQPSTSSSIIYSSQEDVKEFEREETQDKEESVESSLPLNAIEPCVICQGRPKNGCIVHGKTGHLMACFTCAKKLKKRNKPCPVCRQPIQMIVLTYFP
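test system = mammalian cells stably expressing self-ubiquitinating, self-degrading MDM2 E3–luciferase fusion | quantity = 2000 cells/well | incubation = cell settling 4 h, compound treatment 2 h, both 37 °C | signal = luminescence with SteadyLite reagent, 15 min at room temperature | evaluation = % enhancement relative to plate controls after blank subtraction | benchmarks = plate controls and plate blanks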
Starred values were filed as active, the others as inactive; i = inactive; x = not tested or not shown; & = joins results of further samples; [ ] = remark or other dose.

SMILES	L929 necroptosis	Cl transport mod	eIF4E 4G PPI	EBV gp42 block	Rad51 HR inh	TNF death inh	m-calpain inh	PERK inh	Mdm2 ligase inh
CC1=C(C(=O)Nc2cccnc2)C(c2cccnc2)n2nc(-c3cccs3)nc2N1 (stereo unspecified)	3.4	-0.013	-1	-10	-2	0.5	-4	-0.1	-20
CC(C)Cn1c(N)c(C(=O)COC(=O)C2CC(=O)N(Cc3ccccc3Cl)C2)c(=O)n(C)c1=O (stereo unspecified)	0.1	-1.7	0	-2	-2	0.3	37	-0.5	-22
N/C(=N\NC(=O)c1ccc(F)cc1)c1cc2ccccc2oc1=O	0.6	-0.53	1	4	29	-0.8	-10	-0.1	-14
N#Cc1c(/N=C/c2cc(Br)cs2)sc2c1CCC2	0.4	0.0069	x	x	-4	-0.1	x	-0.2	x
O=C(COC(=O)c1ccco1)NCc1ccc(F)cc1	1.3	0.31	-5	-8	3	0.3	-7	1.4	-4
Cc1c(Cl)c(C(=O)N2CCCc3ccccc32)nn1C	-0.1	0.24	-7	-22	4	-2.9	9	0.2	-2
CC(C)(C)OC(=O)NCCCCCc1nnc(SCc2c(F)cccc2Cl)o1	-0.4	-2.4	-3	-11	x	-0.8	-14	-1.1	-2
CC(C)C[C@@H]1NC(=O)N(CCN2CCOCC2)C1=O	0.6	-0.22	-2	-32	-17	-11	4	0.7	-18
C(#Cc1ccccc1)CN1CCOCC1	5.7	0.56	-4	-2	-10	-0.7	-31	0.1	-6
C/C(=N\OC(=O)c1cccc(Cl)c1)c1sc(C)nc1C	4.5	-1.2	-6[fluorescence artefact?]	9	-4	0.3	27	0.3	-2
CCOC(=O)c1nnc(-c2ccc(C)cc2)nc1Oc1ccc(Cl)cc1Cl	0.0	x	-14	-15	-6	-18	26	0.9	-1
CCOC(=O)c1sc(NC(C)=O)nc1-c1ccccc1	-0.3	0.029	-3	-9	3	2.3	-19	-0.7	-15
Cc1ccc(S(=O)(=O)N2c3cc(C)ccc3OCC2C(C)(C)C)cc1 (stereo unspecified)	0.6	0.96	11	-8	3	-16	27	0.0	-14
Cc1ccc(Cn2c(O)c(N=NC(=S)Nc3ccccc3F)c3ccccc32)cc1	-0.2	i	3	-4	x	-2.2	-30	1.7	-12
CCOC(=O)C(NC(=O)c1ccccc1)(N1CCOCC1)C(F)(F)F (stereo unspecified)	0.1	-0.94	5	12	-5	1.1	21	0.4	-14
COc1ccc(C)cc1NCc1cccc(OC)c1OC	0.1	0.29	-1	-28	-8	-0.8	4	1.3	13
Cc1ccnc(NC(=O)CCC(=O)N(CC(=O)NC2CCCCC2)Cc2cccs2)c1	-1.2	0.47	2	-19	-8	-5.2	6	0.4	-92
Cc1ccc(N(CC(O)CON=C2c3ccccc3-c3ccccc32)S(C)(=O)=O)cc1 (stereo unspecified)	0.0	x	-4	3	4	-0.1	-25	-2.5	3
Cc1c(Cl)cnc(NC(=O)COC(=O)c2ccc([N+](=O)[O-])s2)c1Cl	0.4	0.024	23	43	-14	1.3	-73	0.4	-8
CC(C)(C)c1ccc(OC(=O)Nc2ccc(O)c(C(=O)O)c2)cc1	0.3	-0.49	-1	-11	-8	1.9	-74	1.5	x
COc1cc(CCC(=O)Nc2nnc(-c3cccnc3)s2)cc(OC)c1OC	7.7	-1.1	2	-19	16	3.5	-28	0.0	-15
O=C(CC(C(=O)O)P(=O)(c1ccccc1)c1ccccc1)c1ccccc1 (stereo unspecified)	0.2	0.65	-1	2	14	-0.5	-41	2.3	-13
C[C@H]1O[C@H]1P(=O)(O)O	1.1&1.9	0.037&0.2	-3&2	-19&-8	-4	2.0&0.1	-19&1	2.4&0.6	x
CC(C)CC(=O)Nc1cc(NC(=O)CC(C)C)cc(C(=O)NC(C)(C)C)c1	0.4	x	0	4	x	-0.1	14	-1.9	0
Cc1ccc(C(=O)N2CCN(c3ncnc4c(-c5ccccc5)nsc34)CC2)cc1	-1.5	0.14	-1	-12	-3	0.4	19	0.7	-13
COc1ccc2cc(C3(C)NC(=O)NC3=O)ccc2c1 (stereo unspecified)	1.1	-0.017	0	-8	5	-0.5	-4	1.0	-14
Cc1cc(C)c2nc(Nc3nc(-c4ccccc4)cc(=O)[nH]3)nc(C)c2c1	0.8	0.33	-4	-28	x	4.6	0	-0.7	-10
CCc1ccc(NC(=S)N(Cc2ccccc2)Cc2ccccn2)cc1	-0.7	x	-1	-24	-3	-0.7	6	1.7	27
COc1cc(/C=C2\SC(=S)N(Nc3ccccc3)C2=O)ccc1O	0.0	0.26	0[fluorescence artefact?]	-28	x	2.8	-3	1.1	-3
CCSc1nc(C2CC2)cc(-c2ccco2)c1C#N	0.7	1.2	0	-13	12	-1.0	-5	1.4	-23
Cc1cc(C)c2c(C)c(C(=O)NCc3ccc(S(N)(=O)=O)cc3)oc2c1	-0.2	1	5	-4	11	-0.5	-12	0.1	-10
CCOc1ccccc1NC(=O)N1CCC(c2nc3ccccc3[nH]2)CC1	1.6	0.83	0[fluorescence artefact?]	-23	x	-1.9	8	-0.7	-3
O=C(CC1Sc2ccccc2NC1=O)NCc1cccc(Cl)c1 (stereo unspecified)	1.6	x	-2	5	4	0.9	-24	0.7	-23
Cc1c(NC(=S)N/C(=N/S(=O)(=O)c2ccc(Cl)cc2)c2ccccc2)c(=O)n(-c2ccccc2)n1C	0.5	x	1	-1	-39	4.5	17	0.7	6
COc1ccc2[nH]c(C(=O)Nc3cccc(C)n3)cc2c1	2.7	-0.35	0	-9	-8	-2.8	-112	0.3	-41
CCN(CC(=O)NCc1ccc(F)cc1)Cc1cc(=O)n2ccsc2n1	-1.0	-1.8	0	-18	19	-1.4	-8	-0.1	5
COC(=O)c1[nH]c2cc(C)ccc2c1NC(=O)CN1CCN(c2ccccc2OC)CC1	1.0	-0.59	-5	-13	-6	-7.8	-51	-1.1	-4
CCc1ccc(NC(=O)C2(c3ccccc3)CC2(Cl)Cl)cc1 (stereo unspecified)	0.2	0.038	1	-14	-3	-0.6	22	0.4	18
COc1cc(C(=O)NCc2ccc(C(=O)NCC(OC)OC)cc2)cc(OC)c1OC	1.6	0.73	63*	-11	-26	0.2	-145	0.5	-11
CCCCNC(=O)C1CCC(CNS(=O)(=O)c2ccc(NC(C)=O)cc2)CC1 (stereo unspecified)	x	1.5	-2	16	x	2.9	19	-0.2	-7

Reprinted at random: 2 records from the list
SMILES	L929 necroptosis	Cl transport mod	eIF4E 4G PPI	EBV gp42 block	Rad51 HR inh	TNF death inh	m-calpain inh	PERK inh	Mdm2 ligase inh
C[C@H]1O[C@H]1P(=O)(O)O	1.1&1.9	0.037&0.2	-3&2	-19&-8	-4	2.0&0.1	-19&1	2.4&0.6	x
CCSc1nc(C2CC2)cc(-c2ccco2)c1C#N	0.7	1.2	0	-13	12	-1.0	-5	1.4	-23

The list continues:
SMILES	L929 necroptosis	Cl transport mod	eIF4E 4G PPI	EBV gp42 block	Rad51 HR inh	TNF death inh	m-calpain inh	PERK inh	Mdm2 ligase inh
CC1(C)CC(=O)C(C=Nc2cc(C(=O)c3ccccc3)ccc2N)=C(O)C1	0.4	-1	0	0	-5	1.8	20	-0.6	5
Cc1cccc(N2CCN(Cc3nc(C4CC4)no3)CC2)n1	0.2	-0.35	-10	-3	-8	1.5	-24	0.8	3
Cc1ccc(Cn2c(N)c(S(=O)(=O)c3cccs3)c3nc4ccccc4nc32)cc1	-0.2	-0.52	-5	0	5	-7.1	-70	-0.9	-19
C1CCC(n2nnnc2CN2CCCC2)CC1	-0.1	0.37	-2	-10	1	-2.9	18	1.0	-18
COc1cc(/C=C(\C#N)C(=O)NCCc2ccccc2)cc(OC)c1O	-1.6	-6.2*	15	-80	x	0.4	-12	0.5	x
CCC(=O)N1c2ccccc2NC2=C(C(=O)CCC2)C1c1ccccc1 (stereo unspecified)	1.1	x	7[fluorescence artefact?]	-2	-5	-0.3	0	0.4	x
CCC(C)[C@@H](C(=O)N1CCNCC1)n1cc(CCCCN)nn1 (stereo partly specified)	0.3	0.07	0	-11	-7	0.3	-19	1.8	x
CCc1ccc2c(c1)c1nnc(NN)nc1n2CC	2.5	-0.48	-1	0	x	0.7	27	-1.0	x
Cc1ccc(-n2c(-c3ccncc3)n[nH]c2=S)cc1	2.8	2.1	-1	-1	2	-0.6	-9	0.5	-4
N#Cc1ccc(Oc2cccnc2)cc1C#N	3.3	x	3	-3	9	0.3	6	1.8	-37
Cc1ccc(N=CC2=C(O)CC(c3ccco3)CC2=O)cc1 (stereo unspecified)	-0.3	-1.2	4[fluorescence artefact?]	-8	7	-0.7	10	0.5	-8
Cc1cc(NC(=O)CCc2ccc(S(=O)(=O)N3CCOCC3)cc2)n(-c2ccccc2)n1	-0.3	1.1	4	-20	-2	-2.5	-5	-0.3	-8
CN(c1ccccc1)S(=O)(=O)c1cccc(NC(=O)CSc2ncc(C(F)(F)F)cc2Cl)c1	0.0	-0.03	23	-15	0	1.1	12	0.8	2
COC(=O)c1cccc(-n2[nH]nnc2=S)c1	-0.3	-0.28	5	-9	2	-1.6	-18	0.5	-12
Cc1cccc(-n2c(O)c(C=NCc3ccccn3)c3ccccc3c2=O)c1	0.8	-0.14	2	-7	1	1.7	22	-0.8	-12
COc1ccc(C2CCCN2C(=O)Nc2ccc(F)cc2)cc1OC (stereo unspecified)	x	0.76	3[fluorescence artefact?]	-8	x	0.3	-11	0.6	x
O=C(c1ccccc1Br)N1CCN(c2ccccc2)CC1	-0.3	x	3	-15	4	-1.7	29	-0.2	-8
COc1ccc(N2CC(C)Cn3c2nc2c3c(=O)n(Cc3ccc(C)cc3)c(=O)n2C)c(OC)c1 (stereo unspecified)	0.3	-2.2	2	0	-1	0.0	-39	-0.3	0
Cc1cc(C)cc(OCC(=O)O/N=C(\N)c2ccccc2Cl)c1	0.8	-0.79	2	-17	4	7.0	17	1.1	-7
CCN(CC)C(=O)c1cc2cc(Br)ccc2oc1=O	0.4	-0.0065	0	-17	x	-1.3	-13	1.2	10
Nc1cccc(S(=O)(=O)c2cccc(N)c2)c1	0.0	0.92	0	-2	x	-3.3	-4	0.1	-21
CSc1cccc(NC(=O)Nc2ccc(Cl)cc2)c1	-0.1	0.32	8	-35	2	0.2	9	0.1	-23
CC(C)(C)c1ccc(C(CC(=O)O)NC(=O)Cc2ccc(F)cc2)cc1 (stereo unspecified)	1.3	0.13	2	-3	7	1.7	-32	1.4	-5
CCc1ccc(N2C(=O)c3sc4nnc(C)c(=O)n4c3C2=O)cc1	0.4	0.46	5	-13	-6	-0.3	45	0.2	-17
CCCCCCC(=O)NNC(=O)c1c(O)c2ccccc2n(CC)c1=O	3.4	5.6*	7	-10	-6	-0.4	-76	0.0	6
COc1cc(C2C(C(=O)c3ccco3)=C(O)C(=O)N2c2cc(C)on2)cc(Br)c1O (stereo unspecified)	0.0	x	x	-28	1	-2.5	22	1.4	-13

Just EBV gp42 block, Cl transport mod and L929 necroptosis, for some of the entries so far:
SMILES	EBV gp42 block	Cl transport mod	L929 necroptosis
CC(C)(C)c1ccc(C(CC(=O)O)NC(=O)Cc2ccc(F)cc2)cc1 (stereo unspecified)	-3	0.13	1.3
Nc1cccc(S(=O)(=O)c2cccc(N)c2)c1	-2	0.92	0.0
CCc1ccc(N2C(=O)c3sc4nnc(C)c(=O)n4c3C2=O)cc1	-13	0.46	0.4
CSc1cccc(NC(=O)Nc2ccc(Cl)cc2)c1	-35	0.32	-0.1

This is a random part of the collection. Share with any hit: about 3.6%.
